# Bioassay records from PubChem.
# GPR55 antagonists – GPR55 antagonists blocking LPI-driven arrestin recruitment, primary screen, imaging, U2OS, beta-arrestin-GFP, LPI agonist (AID 2013); inhibition, % at 10 µM, or IC50 in µM where a hit was titrated; actives 0.13% (n = 290,000); U2OS GPR55 beta-arrestin-GFP translocation imaging, LPI antagonism; higher % means a stronger effect; G-protein coupled receptor 55 (Homo sapiens);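 active = spots per cell inhibited over 60%, with over 100 cells counted and total cytoplasm intensity under 500,000; inconclusive = wells with under 100 cells, flagged as likely toxic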;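 note: U2OS cells stably carrying GPR55 and arrestin-GFP stimulated by 5 µM LPI near EC80; imaged beta-arrestin-GFP aggregate spots per cell after agonist stimulation; plate controls were LPI-stimulated DMSO wells for no effect and DMSO wells without LPI for full effect; some results filed as inactive read as strong as hits; confirmed hits need IC50 under 10 µM and bright autofluorescent wells are also inconclusive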
# GPR35 antagonists – GPR35 antagonists blocking zaprinast-driven arrestin recruitment, primary screen, imaging, U2OS, beta-arrestin-GFP, zaprinast agonist (AID 2058); G-protein coupled receptor 35 (Homo sapiens); U2OS GPR35 beta-arrestin-GFP translocation imaging, zaprinast antagonism; higher % means a stronger effect; inhibition, % at 10 µM; hits with a dose series show IC50 in µM; actives 0.052% (n = 290,000);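 active = inhibition of at least 50% with at least 30 cells and total cytoplasm GFP at most 10,000,000; inconclusive = under 30 cells or total GFP of 10,000,000 plus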
# K1F lysis inhibition – inhibition of K1F phage lysis, E. coli UTI89, bacterial capsule biogenesis inhibitors, alamar blue (AID 488966); E. coli UTI89 K1F phage lysis, alamar blue, 2 h; higher % means a stronger effect; inhibition, % at 100 µM, or IC50 in µM where a hit was titrated; actives 0.02% (n = 340,000);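 active = phage lysis inhibition, versus mean bacterial control, above a set limit; inconclusive = no clear call, values can overlap the other calls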;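 note: capsule biogenesis inhibitors block K1F phage lysis so surviving cells raise fluorescence; higher fluorescence means more inhibition of phage lysis; actives were called in the ten point dose series up to 300 µM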
# Dengue-2 NS5 capping – Dengue-2 NS5 methyltransferase inhibitors, primary screen, biochemical, confirmation dose response (AID 588689); Dengue-2 NS5 methyltransferase capping enzyme assay, biochemical; higher % means a stronger effect; inhibition, % at 25 µM, or IC50 in µM where a hit was titrated; actives 0.3% (n = 340,000); in the data active = a potency from the dose series; inconclusive = inhibition above about 29% without an active follow-up result
# HIV fusion peptide – inhibitors of HIV fusion peptide binding, primary screen, biochemical, uHTS, fluorescence dequenching (AID 1986); actives 0.3% (n = 290,000); one-dose inhibition, % at 20 µM; IC50 in µM for titrated hits; cell-free peptide binding, fluorescence dequenching, 30 min; higher % means a stronger effect; in the data active = inhibition mostly above about 52%, no sharp cut-off; inactive = mostly below about 76%; note: some results filed as inactive read as strong as hits
# Rac1 GTP hydrolysis – MgcRacGAP GTPase-activating activity inhibitors, confirmation, biochemical, ADP Hunter fluorescence; Rac GTPase-activating protein 1 (Homo sapiens); MgcRacGAP-stimulated Rac1 GTP hydrolysis, ADP Hunter fluorescence; higher % means a stronger effect; GST-tagged Rac1 F28L mutant substrate; inhibition, % at 30 µM; hits with a dose series show IC50 in µM; actives 0.6% (n = 340,000); AID 624330, 2012;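 active = first-screen hits whose inhibition reached a set limit at any dose in the follow-up dose series; inconclusive = inhibition above the set first-screen limit but never retested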;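 note: fluorescence reports GDP produced by GAP-driven GTP hydrolysis; strong numbers were not always called active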
# Large T inhibition – SV40 large T antigen inhibitors, biochemical (AID 1903) | SV40 large T antigen ATPase/helicase inhibition assay; higher % means a stronger effect | one-dose inhibition, % at 20 µM; IC50 in µM for titrated hits | actives 0.39% (n = 310,000); in the data active = a potency from the dose series; inconclusive = inhibition mostly from about 32% at the one dose, without a potency; inactive = the rest, 99 in 100 with inhibition below about 32%; note: strong numbers were not always called active
# PhoP inhibition – inhibitors of PhoP regulon expression, primary screen, Salmonella Typhimurium, GFP reporter (AID 1863) | S. Typhimurium PhoP-regulated promoter GFP reporter, 4 h; higher % means a stronger effect | inhibition, % at 50 µM; hits with a dose series show IC50 in µM | actives 0.16% (n = 300,000);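 active = inhibition over 29.93%, a cutoff 3 SD above the screen mean, later confirmed by dose response; inconclusive = inhibition over 29.93% but no dose response follow-up; inactive = inhibition at most 29.93% or unconfirmed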;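 note: 0% = low Mg2+ inducing control and 100% = high Mg2+ repressing control; strong numbers were not always called active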
# RSV CPE inhibition – RSV antiviral activity via CPE protection, HEp-2 cells, primary 10 µM value included (AID 2391); HEp-2 cells, RSV-induced CPE inhibition; higher % means a stronger effect; CPE inhibition, % at 10 µM, or IC50 in µM where a hit was titrated; actives 0.13% (n = 310,000); in the data active = a potency from the dose series; inconclusive = CPE inhibition mostly from about 23% at the one dose, without a potency; inactive = the rest, 99 in 100 with CPE inhibition below about 21%; note: strong numbers were not always called active
# Dengue-2 NS5 capping pilot replicate – further read-out of Dengue-2 NS5 capping, marked with its call; inhibition, %; measured here: pilot screen replicate inhibition
# * hit, by the source's call; ? = inconclusive; . = not tested or not shown; [ ] = dose if it differs, or a comment.
# Preview (3 entries):
SMILES,GPR55 antagonists,GPR35 antagonists,K1F lysis inhibition,Dengue-2 NS5 capping,HIV fusion peptide,Rac1 GTP hydrolysis,Large T inhibition,PhoP inhibition,RSV CPE inhibition,others
N#Cc1cc(-c2ccccc2)oc1NC(=O)c1ccccc1,-17%,5%,0.2%,-12%,2.7%,6%,4%,14%,2.1%,
O=S(=O)(c1cc(Br)ccc1Br)N1CCCCCC1,2%,-6%,0.1%,16%,1.6%,2%,7%,-4%,6.0%,
Cn1c(Cn2c(=O)sc3ccccc32)nnc1SCC(=O)Nc1ccc(F)cc1,5%,9%,3.0%,1%,-3.5%,-3%,1%,8%,0.9%,

# The listing, from the first entry:
SMILES,GPR55 antagonists,GPR35 antagonists,K1F lysis inhibition,Dengue-2 NS5 capping,HIV fusion peptide,Rac1 GTP hydrolysis,Large T inhibition,PhoP inhibition,RSV CPE inhibition,others
N#Cc1cc(-c2ccccc2)oc1NC(=O)c1ccccc1,-17%,5%,0.2%,-12%,2.7%,6%,4%,14%,2.1%,
O=S(=O)(c1cc(Br)ccc1Br)N1CCCCCC1,2%,-6%,0.1%,16%,1.6%,2%,7%,-4%,6.0%,
Cn1c(Cn2c(=O)sc3ccccc32)nnc1SCC(=O)Nc1ccc(F)cc1,5%,9%,3.0%,1%,-3.5%,-3%,1%,8%,0.9%,
Cc1cc(C(=O)OC(C)C(=O)Nc2cccc(S(=O)(=O)N3CCOCC3)c2)c(C)o1 (centres undefined),15%,-6%,1.4%,-4%,-0.7%,10%,-2%,-6%,1.2%,
O=C(CNC(=O)c1ccc(N2C(=O)c3ccccc3C2=O)cc1)OCC(=O)c1ccccc1,-2%,.,0.2%,-2%,-0.6%,0%,15%,-2%,0.8%,
CC(C)(C)c1ccc(Cn2c(=N)n(CC(O)c3ccco3)c3ccccc32)cc1 (centres undefined),34%,8%,0.2%,-46%,-0.3%,5%,3%,-5%,4.7%,
CCOC(=O)c1c(C)[nH]c(C=C2C(=O)CCCC2=O)c1O,-10%,1%,0.0%[50 µM],8%,8.3%,-8%,10%,-13%,0.5%,
Cc1ccc(/C=C/C(=O)OCC(=O)NCCN2C(=O)CSC2=O)o1,-1%,-9%,3.9%,1%,0.8%,5%,5%,-8%,-0.5%,
COc1ccc(S(=O)(=O)Cc2ccc(C(=O)NC3CCCC3)o2)cc1,4%,5%,4.7%,1%,-0.7%,4%,-2%,6%,0.5%,
COc1ccc(N(CC(=O)NC2CCCCC2)C(=O)c2ccc(C)s2)cc1OC,5%,8%,-0.2%,-2%,-0.1%,-2%,2%,2%,5.9%,
C/C(CC(=O)Nc1ccc(N(C)C)cc1)=N\NC(=O)c1ccccc1O,14%,5%,0.7%,0%,4.7%,12%,?,-4%,3.1%,
O=C(NCc1ccco1)/C(=C/c1ccco1)NC(=O)c1ccccc1,0%,8%,0.2%,3%,5.6%,8%,0%,4%,0.1%,
CCOc1ccc(OCC)c(S(=O)(=O)n2cnc(C)c2)c1,-7%,14%,0.4%,4%,0.8%,11%,2%,-3%,1.0%,
Cc1cc(-c2nn(-c3ccccc3F)cc2CN2CCCC(O)C2)c(C)s1 (centres undefined),13%,-15%,0.3%,-32%,0.4%,-5%,6%,-4%,20%,
CCOc1ccc(Oc2ccc(Cl)cc2NC(=O)C2=COCCO2)cc1,.,.,1.4%[50 µM],7%,.,3%,5%,-6%,19%,
CC(C(=O)NC1CCS(=O)(=O)C1)N1C(=O)/C(=C/c2ccc(Cl)cc2)SC1=S (centres undefined),-17%,-15%,-1.4%,5%,1.3%,9%,20%,40µM*,-0.5%,
COc1ccccc1OCCn1cc(C(=O)C(C)C)c2ccccc21,-9%,-18%,-0.1%,-2%,-0.7%,7%,1%,5%,1.9%,
CC(C)Oc1ccc(CCC(=O)NNC(=O)CCC(=O)O)cc1,8%,-8%,0.6%,5%,-2.0%,16%,11%,-7%,-0.4%,
CCOC(=O)c1cc(CC)sc1NC(=O)c1ccc(N2CCOCC2)c([N+](=O)[O-])c1,3%,6%,7.0%,-7%,-0.8%,6%,15%,-8%,-2.2%,
CC(C)COP(=O)(c1ccc(N(C)C)cc1)C(O)c1ccccc1F (centres undefined),24%,21%,0.1%,0%,1.0%,8%,9%,0%,-0.2%,Dengue-2 NS5 capping pilot replicate=3.6
CCCn1c(NC(=O)C2COc3ccccc3O2)nc2ccccc21 (centres undefined),3%,-11%,1.9%,-11%,-3.2%,11%,12%,11%,2.0%,
CCOC(=O)[C@@H]1[C@H]2COc3ccccc3[C@@H]2N2C(=O)N(c3ccc(C(F)(F)F)cc3)C(=O)[C@]12C,.,.,1.4%,0%,.,5%,18%,6%,-3.4%,
CN1CCN(S(=O)(=O)c2ccc(NC(=O)Cc3cccs3)cc2)CC1,0%,-7%,6.9%,-12%,3.8%,6%,6%,7%,-1.0%,
Cc1cccc(Cn2c(N3CCN(C)CC3)nc3c2c(=O)n(C)c(=O)n3C)c1,-12%,5%,0.8%,2%,-1.2%,4%,15%,0%,0.4%,

# Quoted at random: three records from the list, in no set order.
SMILES,GPR55 antagonists,GPR35 antagonists,K1F lysis inhibition,Dengue-2 NS5 capping,HIV fusion peptide,Rac1 GTP hydrolysis,Large T inhibition,PhoP inhibition,RSV CPE inhibition,others
CN1CCN(S(=O)(=O)c2ccc(NC(=O)Cc3cccs3)cc2)CC1,0%,-7%,6.9%,-12%,3.8%,6%,6%,7%,-1.0%,
Cc1cc(-c2nn(-c3ccccc3F)cc2CN2CCCC(O)C2)c(C)s1 (centres undefined),13%,-15%,0.3%,-32%,0.4%,-5%,6%,-4%,20%,
Cc1cccc(Cn2c(N3CCN(C)CC3)nc3c2c(=O)n(C)c(=O)n3C)c1,-12%,5%,0.8%,2%,-1.2%,4%,15%,0%,0.4%,

# (listing goes on)
SMILES,GPR55 antagonists,GPR35 antagonists,K1F lysis inhibition,Dengue-2 NS5 capping,HIV fusion peptide,Rac1 GTP hydrolysis,Large T inhibition,PhoP inhibition,RSV CPE inhibition,others
CC(=O)Nc1ccc(S(=O)(=O)NCC2CCCO2)cc1 (centres undefined),.,.,0.3%,3%,.,4%,15%,.,.,
NC(=O)CSc1nccn1Cc1ccccc1,13%,2%,0.2%,-4%,-0.3%,10%,14%,1%,1.8%,
CCN(Cc1ccccc1)C(=O)Cn1c(=O)n(CCC(=O)N2CCCCC2)c(=O)c2sccc21,6%,-12%,0.1%,-6%,-1.0%,9%,12%,-9%,1.2%,
COc1ccc(CCNC(=O)CN2C(=O)NC(C)(c3ccc([N+](=O)[O-])cc3)C2=O)cc1 (centres undefined),0%,-12%,-0.1%,1%,-2.4%,4%,23%,6%,1.4%,
Cc1cc(C)c2[nH]c(=O)c(CN(Cc3ccccc3)C(=S)NCCCN(C)C)cc2c1,4%,-7%,0.3%,-1%,-0.5%,8%,24%,1%,7.6%,
CC(=O)c1ccc(NC(=O)C(C)OC(=O)c2ccc(Br)o2)cc1 (centres undefined),.,.,0.2%[50 µM],-1%,.,0%,.,.,1.0%,
O=C(NCc1nnnn1-c1ccc(Cl)cc1)c1ccc(Br)o1,.,.,0.8%[50 µM],2%,.,2%,6%,-1%,-0.6%,
COc1ccccc1-c1cc(C(=O)NC2CCCC2)no1,-3%,20%,0.7%,-2%,0.6%,10%,-1%,-3%,3.4%,
Clc1ccc2c(N/N=C/c3ccccc3Br)ccnc2c1,4%,1%,0.7%,-1%,-8.4%,7%,-4%,-14%,20%,
Cc1nccn1CC(O)COc1ccc(Cl)cc1Cl (centres undefined),5%,8%,-0.7%,-8%,0.4%,-2%,11%,5%,0.8%,
CC(C)C[C@@H]1NC(=O)[C@H](Cc2ccc(O)cc2)NC(=O)[C@H](CCC(N)=O)NC(=O)c2cc([N+](=O)[O-])cc(I)c2NCC[C@@H](C(N)=O)NC1=O,2%,-18%,.,.,-0.2%,.,6%,1%,0.7%,
CN(C)C1=NCCN1CCC1CCCCC1,.,.,0.3%,-3%,.,10%,8%,.,-1.4%,
COc1cccc(NC(=O)c2sc(Cl)nc2C)c1,-6%,-6%,-0.6%,0%,1.2%,-6%,10%,-4%,1.7%,
CC1CCCCC1NC(=O)C(C)N1C(=O)c2ccccc2C1=O (centres undefined),.,.,0.1%[50 µM],-1%,.,0%,.,.,2.5%,
CCCn1nc(C(=O)Nc2nc(-c3ccccn3)cs2)c2ccccc2c1=O,.,.,1.2%[50 µM],6%,.,0%,.,.,1.4%,
O=C1Nc2ccc(Br)cc2C1=C1CCCCC1,-1%,-2%,-2.0%,2%,0.6%,-2%,6%,-4%,6.4%,
O=C(NCCN1CCOCC1)c1cccc(NS(=O)(=O)c2ccc(Br)cc2)c1,.,.,1.5%[50 µM],1%,.,3%,12%,-3%,0.4%,
CCCCCC(=O)Nc1cccc(C2=NOC3(C2)C[C@H](C(N)=O)N(C(=O)[C@H]2CCC(=O)N2)C3)c1 (some centres undefined),-2%,-2%,0.6%,-11%,0.5%,13%,5%,-6%,1.2%,
O=C(NOCc1ccccc1)c1ccc(Cl)cc1,.,.,0.6%[50 µM],-18%,.,6%,.,.,0.7%,
Cn1c(SCC(=O)NC2CC2)nnc1C(F)(F)F,16%,4%,0.2%,-3%,-1.1%,10%,-4%,-11%,0.1%,
N#C/C(=C\c1cccnc1)c1ccc([N+](=O)[O-])cc1,3%,-6%,-0.3%,0%,-1.3%,8%,1%,-1%,?,
Cc1cc(C)nc(NC(=O)c2c(C(=O)O)noc2C)n1,5%,-16%,0.2%,5%,-1.2%,11%,23%,-7%,1.4%,
Cc1c(NS(=O)(=O)c2cc(C(=O)O)ccc2Cl)c(=O)n(-c2ccccc2)n1C,-2%,-4%,-0.1%,-3%,-1.7%,0%,10%,-4%,0.1%,
COc1ccc(Cl)cc1NC(=S)NC(=O)c1ccc2c(c1)OCO2,-1%,11%,1.1%[50 µM],-6%,-0.4%,1%,0%,7%,2.7%,
O=S(=O)(Nc1nccs1)c1ccc(NS(=O)(=O)c2cccs2)cc1,4%,8%,0.7%,14%,2.3%,2%,1%,-8%,1.3%,Dengue-2 NS5 capping pilot replicate=1.5
COc1ccc(S(=O)(=O)N2CCC(C(=O)Nc3cccc(Cl)c3)CC2)cc1OC,16%,10%,0.6%,-6%,0.7%,3%,12%,-1%,8.7%,
